KLF5 inhibitor – suppresses KLF5 promoter-driven expression | AID 1700 | inhibition, % at 5 µM | hit rate 0.23% among 290,000 | DLD-1 KLF5 promoter-luciferase reporter, luminescence;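 active = inhibition above a per-plate limit of that plate's mean compound inhibition plus 3 SD, cut at about 60% in these data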;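 note: 0% = DMSO wells and 100% = LY294002 at 200 µM; higher means less KLF5 promoter-driven luciferase light; inactives centre near -14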
HIF act – HIF pathway transcriptional activation | U2OS HRE-luciferase reporter, luminescence; normalized: DMSO 0%, desferrioxamine 100% | activation, % at 7.5 µM (by protocol) | hit rate 0.32% among 300,000;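 active = mean activation of at least 10% of the iron chelator positive control signal, with at least half of replicates also reaching 10%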
TRPC6 inh – mouse TRPC6 channel inhibition; hit rate 1.1% among 310,000; B-score at 10 µM; Q61143; HEK293-TRPC6, membrane potential dye, ACh-evoked depolarization; active compounds read low;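 active = B-score under library mean minus 3 SD, initial fluorescence not abnormally high, positive integrated signal ratio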;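 note: B-score derived from integrated fluorescence ratio over the kinetic read; more negative B-score means stronger inhibition of depolarization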
TRPC4 potent – allosterically enhances the mouse TRPC4 cation channel | Q9QUQ5 | HEK293 TRPC4beta/mu-opioid, DAMGO EC20, Fluo-4 Ca2+ flux; active compounds read high | hit rate 0.42% among 310,000 | B-score at 10 µM;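 active = B-score of calcium response area above 5 SD of library B-scores, with initial fluorescence ratio within 5 SD of library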;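 note: B-score of integrated fluorescence ratio over time as area under calcium response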
Target sequence (Q9QUQ5 whole entry, looked up): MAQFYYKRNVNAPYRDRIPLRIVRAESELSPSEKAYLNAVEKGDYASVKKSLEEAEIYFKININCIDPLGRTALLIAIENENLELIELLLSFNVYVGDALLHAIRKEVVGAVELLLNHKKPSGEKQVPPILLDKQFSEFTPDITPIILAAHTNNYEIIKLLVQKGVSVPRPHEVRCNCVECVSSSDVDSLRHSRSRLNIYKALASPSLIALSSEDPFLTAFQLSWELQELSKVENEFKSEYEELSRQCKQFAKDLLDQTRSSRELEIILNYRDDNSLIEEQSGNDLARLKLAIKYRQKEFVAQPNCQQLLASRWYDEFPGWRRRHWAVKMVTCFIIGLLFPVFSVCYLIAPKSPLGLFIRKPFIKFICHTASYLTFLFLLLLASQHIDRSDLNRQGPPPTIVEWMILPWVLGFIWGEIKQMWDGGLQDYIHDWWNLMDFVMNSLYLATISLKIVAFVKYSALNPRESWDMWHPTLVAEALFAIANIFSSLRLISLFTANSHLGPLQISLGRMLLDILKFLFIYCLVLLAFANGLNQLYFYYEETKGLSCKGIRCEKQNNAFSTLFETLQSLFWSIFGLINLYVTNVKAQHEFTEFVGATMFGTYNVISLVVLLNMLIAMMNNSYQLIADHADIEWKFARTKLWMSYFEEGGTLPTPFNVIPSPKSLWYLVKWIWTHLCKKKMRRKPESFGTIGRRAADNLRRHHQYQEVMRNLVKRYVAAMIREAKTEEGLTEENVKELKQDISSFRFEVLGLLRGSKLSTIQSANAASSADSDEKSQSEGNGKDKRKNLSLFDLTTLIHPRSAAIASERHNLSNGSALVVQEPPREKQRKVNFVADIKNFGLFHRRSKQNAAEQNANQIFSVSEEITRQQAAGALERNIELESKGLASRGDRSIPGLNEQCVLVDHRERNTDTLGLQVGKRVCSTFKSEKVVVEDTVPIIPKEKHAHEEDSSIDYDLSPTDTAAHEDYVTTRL
aSyn UTR inh – 5' untranslated region of α-synuclein, MLPCN primary screen; alpha-synuclein 5'UTR reporter, inhibitor activity; inhibition, % (tested at 7.5 µM); hit rate 0.82% among 300,000; in the data active = inhibition above about 60%;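 note: H4 neuroglioblastoma cells stably carrying SNCA 5'UTR luciferase fusion; 0% = DMSO wells and 100% = positive control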
MrgX1 antag – human MrgX1 receptor antagonism, primary screen; Q96LB2; MRGX1-HEK293 calcium flux, Fluo-4, BAM8-22 antagonism; active compounds read low; B-score at 10 µM; hit rate 1.3% among 310,000;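 active = calcium-response B-score plate-corrected more than 3 library SD below zero, starting fluorescence within 5 deviations, no agonist response on first addition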;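 note: peak minus trough fluorescence over baseline after final BAM8-22 challenge near maximal dose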
TRPC6 act – activates the mouse TRPC6 cation channel. Q61143. hit rate 0.13% among 310,000. HEK293-TRPC6 membrane potential dye fluorescence; active compounds read high. B-score at 10 µM;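 active = B-score of the integrated fluorescence ratio above library mean plus 3 SD, and starting fluorescence ratio within library mean plus 5 SD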;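 note: higher score means more depolarization so channel activation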
TRPC4 agonist – activators of mouse TRPC4 channel; HEK293 TRPC4beta/mu-opioid, Fluo4 calcium fluorescence; active compounds read high; Q9QUQ5; hit rate 0.49% among 310,000; B-score at 10 µM;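 active = B-score above 5 SD of library B-scores, and initial fluorescence ratio not above library mean plus 5 SD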;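 note: positive B-score marks a calcium rise read as TRPC4 activation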
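Assay system – TRPC4beta and mu-opioid receptor HEK293 stable cells · Measured by – Fluo4 fluorescence, kinetic · Schedule – dye loading 45 min room temperature, 110 s kinetic read · Read-out – B-scored integrated calcium fluorescence ratio · Controls – buffer and maximal DAMGO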
TRPC4 inh – TRPC4 (mouse) channel inhibition | HEK293 TRPC4beta/mu-opioid, DAMGO-evoked Fluo4 calcium flux; active compounds read low | B-score at 10 µM | hit rate 0.39% among 300,000;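 active = B-score over 3 SD under the library average, no early fluorescence shift, positive overall ratio signal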
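Assay system: HEK293 cells with stable TRPC4beta plus mu-opioid receptor expression. Dosing: single dose. Measured by: Fluo4 Ca2+ flux fluorescence. Also added: DAMGO in two steps, submaximal then maximal. Read-out: B score from integrated Fluo4 fluorescence ratio.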
IEC-6 tox – kills IEC-6 intestinal cells in KLF5 counter-screen | IEC-6 cytotoxicity, luminescence viability | inhibition, % at 5 µM | hit rate 0.78% among 290,000 | AID 1825; in the data active = inhibition above about 22%;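 note: 0% = plate median of test compound wells and 100% = cytotoxic reference compound wells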
SKKanGAS inh – SKKanGAS growth inhibition; S. pyogenes SKKanGAS, kanamycin growth, BacTiter-Glo, 6 h; inhibition, % at 7.5 µM; hit rate 1.3% among 300,000;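 active = mean replicate score, as percent of positive control median, at least 50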;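 note: strain carries kanamycin resistance gene driven by streptokinase promoter and grows in 40 µg/ml kanamycin; loss of luminescence reflects streptokinase promoter inhibition or plain growth inhibition; 0% = median of DMSO wells and 100% = positive control at its reference dose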
Starred values were filed as active, the others as inactive; i = inactive; . = not tested or not shown.

SMILES | KLF5 inhibitor | HIF act | TRPC6 inh | TRPC4 potent | aSyn UTR inh | MrgX1 antag | TRPC6 act | TRPC4 agonist | TRPC4 inh | IEC-6 tox | SKKanGAS inh
O=C(Cc1ccc(Cl)cc1)Nc1ccc(S(=O)(=O)N2CCOCC2)cc1 | -32 | 1.0 | i | i | 14 | i | i | i | i | 2 | -3
CCOc1ccc(C=NC23CN4CN(CN(C4)C2)C3)cc1 | -36 | -0.4 | i | i | 0 | i | i | i | i | 2 | 4
CCOC(=O)C1(CC2CCCCO2)CCN(Cc2cccnc2)CC1 (stereo not drawn) | -50 | -0.5 | i | i | 5 | i | i | i | i | 5 | -15
N#Cc1c(NC(=O)C2C3C=CC(C3)C2C(=O)O)sc2c1CCCCC2 (stereo not drawn) | -30 | 0.5 | i | i | -4 | i | i | i | i | -5 | -4
O=C(OCc1nc2ccsc2c(=O)[nH]1)c1cc(Br)c(Br)s1 | . | -28 | i | i | -3 | i | i | i | i | . | -2
Cc1cc(Nc2nnnn2-c2ccccc2)n(-c2ccccc2)n1 | -6 | -0.4 | i | i | 14 | i | i | i | i | -4 | 23
COC(=O)[C@H](C)NC(=O)Nc1cc(Cl)ccc1C | -2 | 0.3 | i | i | -3 | i | i | i | i | 6 | 2
Cc1csc(=O)n1CCC(=O)O | -10 | -0.7 | i | i | 18 | i | i | i | i | -1 | -3
CCC(C)[C@H](NC(=O)N1CC(=O)Nc2ccccc21)C(=O)N[C@@H](Cc1c[nH]c2ccccc12)C(=O)O (stereo partly drawn) | -9 | -0.2 | i | i | 8 | i | i | i | i | 1 | -2
COc1ccccc1/C(C)=N/NC(=S)NCc1ccccc1 | -13 | -0.4 | i | i | 9 | i | i | i | i | 11 | 7
CC[N+](C)(CC)CCC(c1ccccc1)C1CCCCC1 (stereo not drawn) | -31 | 0.1 | -9.6* | i | 5 | i | i | i | i | -4 | -2
O=C(O)CCC(=O)NNC(=O)c1cccc(Br)c1 | -8 | 0.3 | i | i | -5 | i | i | i | i | 8 | -10

Entries listed so far containing bromine, in the order listed:
SMILES | KLF5 inhibitor | HIF act | TRPC6 inh | TRPC4 potent | aSyn UTR inh | MrgX1 antag | TRPC6 act | TRPC4 agonist | TRPC4 inh | IEC-6 tox | SKKanGAS inh
O=C(OCc1nc2ccsc2c(=O)[nH]1)c1cc(Br)c(Br)s1 | . | -28 | i | i | -3 | i | i | i | i | . | -2
O=C(O)CCC(=O)NNC(=O)c1cccc(Br)c1 | -8 | 0.3 | i | i | -5 | i | i | i | i | 8 | -10

The list continues.
SMILES | KLF5 inhibitor | HIF act | TRPC6 inh | TRPC4 potent | aSyn UTR inh | MrgX1 antag | TRPC6 act | TRPC4 agonist | TRPC4 inh | IEC-6 tox | SKKanGAS inh
COCC1CCCCN1C(=O)c1ccc2oc(CCc3ccccc3)nc2c1 (stereo not drawn) | -32 | 1.9 | i | i | -40 | i | i | i | i | 4 | 18
O=C(COC(=O)c1cc(Br)ccc1O)Nc1ccc2c(c1)OCCO2 | . | -0.1 | i | i | -2 | i | i | i | i | . | 26
O=C(NC1CCCCC1)C(c1ccccc1)N(C(=O)c1cccs1)c1ccc2c(c1)OCO2 (stereo not drawn) | -18 | -0.5 | i | i | 20 | i | i | i | i | 7 | -1
O=c1[nH]c2cc3c(cc2cc1CN(Cc1cccnc1)C(=S)NCc1ccco1)OCCO3 | -28 | 0.3 | i | i | -27 | i | i | i | i | -2 | 5
C/C(=N\NC(=O)c1ccccc1N)c1ccc(NC(=O)Cc2ccccc2)cc1 | -100 | 3.7 | i | i | -68 | i | i | i | i | 7 | 67*
Cc1cc(S(=O)(=O)N2CCOCC2)ccc1OCC(=O)Nc1ccccc1C(F)(F)F | -16 | -0.4 | i | i | 7 | i | i | i | i | 7 | -5
O=C(Nc1ccc(O)cc1C(=O)O)c1ccc2c(c1)C(=O)N(Cc1ccco1)C2=O | -4 | -0.1 | i | i | 15 | i | i | i | i | -1 | -4
Cc1ccsc1C(=O)N1CCC(N2CCC(C(=O)NCC3CCCO3)CC2)CC1 (stereo not drawn) | -33 | -0.4 | i | i | 14 | i | i | i | i | -2 | -2
CCc1ccccc1Nc1nc(-c2cccnc2)cs1 | -109 | 3.7 | i | i | -47 | i | i | i | i | 9 | 5
O=C(NCCc1ccccn1)c1cc(C(=O)C2CCCCC2)c[nH]1 | -24 | 0.7 | i | i | 1 | i | i | i | i | 0 | -4
CC(NC(=O)c1ccccc1F)C(=O)O (stereo not drawn) | -14 | 0.5 | i | i | 4 | i | i | i | i | 0 | 3
CN(C(=O)CNC(=O)c1ccc(Br)o1)C1CCCCC1 | -50 | 1.7 | i | i | -49 | i | i | i | i | 6 | -3
CCCCc1nnc(NC(=O)C(=O)OCC)s1 | 2 | -0.2 | i | i | -1 | i | i | i | i | 4 | 1
Clc1cccc(Cl)c1-c1nnc2cccc(Cl)n12 | -9 | -0.1 | i | i | 32 | i | i | i | i | 2 | 1
Cc1ccc(C)c(OCCCCn2cnc3ccccc3c2=O)c1 | -38 | 0.6 | i | i | 20 | i | i | i | i | 3 | -10
COc1ccc(-c2c(C)oc3c(CN4CCCCC4C)c(O)ccc3c2=O)cc1 (stereo not drawn) | 3 | -0.5 | i | i | -10 | i | i | i | i | 4 | 15
COc1ccc(/C=N/Nc2nc(N3CCCC3)nc(N3CCCC3)n2)c(OC)c1OC | -1 | -0.1 | i | i | 10 | i | i | i | i | 4 | 2
CC(=O)N1CCc2cc(S(=O)(=O)NCCC(=O)NCCc3ccc(C)cc3)ccc21 | -15 | 0.0 | i | i | 8 | i | i | i | i | -13 | 0
COc1ccc(CNC(=O)c2cc(=O)c3ccc(C)c(C)c3o2)cc1 | 9 | -42 | i | i | 1 | i | i | i | i | 2 | 2
N#Cc1c2n(c3c(=O)n(Cc4ccc(Cl)cc4)cnc13)CCCCC2 | -44 | -0.1 | i | i | 17 | i | i | i | i | -6 | 1
COc1ccc(-n2cc(CNC(C)c3ccncn3)c(-c3cccc(F)c3)n2)cc1 (stereo not drawn) | -28 | 1.3 | i | i | -3 | i | i | i | i | -1 | -6
COCCn1c(SCC(=O)N2CCCC(C)C2)nnc1-c1ccco1 (stereo not drawn) | -18 | 0.0 | i | i | 6 | i | i | i | i | 3 | -1
O=C(N/N=C/c1ccc([N+](=O)[O-])cc1)c1ccc(COc2ccccc2-c2ccccc2)cc1 | -18 | -0.2 | i | i | -28 | i | i | i | i | 6 | 6
COc1ccccc1NC(=O)CN(c1ccc(C23CC4CC(CC(C4)C2)C3)cc1)S(C)(=O)=O | -11 | -0.7 | i | i | 7 | i | i | i | i | 4 | 8
O=C(CCc1nc(-c2ccccc2F)no1)NCCc1ccccc1Cl | -2 | -0.4 | i | i | -1 | i | i | i | i | 2 | -1
OC(CNCCC(c1ccccc1)c1ccccc1)COc1ccccc1 (stereo not drawn) | -16 | -0.9 | i | i | -5 | i | i | i | i | -4 | 2
COc1ccc(NC(C)=O)cc1NC(=O)CSc1nnc(-c2cccnc2)n1C | -15 | 0.4 | i | i | -7 | i | i | i | i | -4 | 0
CCc1nnc(NC(=O)CCC(=O)N2CCN(CCc3ccccc3)CC2)s1 | . | 0.2 | i | i | 10 | i | i | i | i | . | -14
O=C(O)c1cccc(NN=C2c3ccccc3-c3ccccc32)c1 | -17 | -0.3 | i | i | 30 | . | i | i | i | 3 | 7
COc1ccc(N2CCN(c3nc(NCCc4ccc(OC)c(OC)c4)nc(OC)n3)CC2)cc1 | 9 | 0.2 | i | i | -9 | i | i | i | i | 0 | 14
CCOc1ccc(N(Cc2ccccc2F)C2=NC3CS(=O)(=O)CC3S2)cc1 (stereo not drawn) | 3 | 0.0 | i | i | -3 | i | i | i | i | 0 | -5
Cc1ccc(NC(=S)NCCc2ccc(S(N)(=O)=O)cc2)cc1C | -1 | 0.1 | i | i | 15 | i | i | i | i | 2 | 14
CCn1c(SCC(=O)Nc2ccc3c(c2)OCO3)nnc1-c1cnccn1 | -32 | 0.0 | i | i | 19 | i | i | i | i | 2 | -13
CN(/N=C/c1ccc([N+](=O)[O-])o1)c1ccccc1 | -37 | 0.7 | i | i | -24 | i | i | i | i | 2 | -2
O=C(COc1ccccc1)NCC(=O)Nc1cccc(S(=O)(=O)NC2=NCCC2)c1 | -42 | 0.0 | i | i | 4 | i | i | i | i | -9 | -1
CCCCOc1cccc(C(=O)NC(=S)Nc2cccc(C(F)(F)F)c2)c1 | -28 | -0.5 | i | i | 32 | i | i | i | i | -6 | 20
N#C/C(=C\c1ccccc1Br)C(=O)NC1CC1 | -11 | -0.2 | i | i | -2 | i | i | i | i | 0 | 4
Cc1cc(C)n(CCc2nc(-c3ccc(-c4ccccc4)cc3)cs2)n1 | -61 | 1.0 | i | i | -71 | i | i | i | i | -2 | 21
O=C(O)c1ccc(NC(=S)NC(NC(=O)c2ccco2)C(Cl)(Cl)Cl)cc1 (stereo not drawn) | -24 | -0.1 | i | i | -23 | i | i | i | i | 2 | 3
CCc1nonc1NC(=O)COc1ccc(Cl)c(C)c1 | -13 | 0.0 | i | i | -12 | i | i | i | i | -6 | -5
COc1ccc(S(=O)(=O)N(C)CC(=O)Nc2cccc(C(C)=O)c2)cc1C | -34 | 0.0 | i | i | -21 | i | i | i | i | -3 | 0
Cc1ccc(NC(=O)CSc2nnc(-c3cccnc3)n2CCN2CCCCC2)cc1 | 1 | -0.1 | i | i | 14 | i | i | i | i | 6 | -7
CC(C)(C)NC(=O)CN(C(=O)CS(=O)CC(=O)Nc1ccc(F)cc1)c1cccc(F)c1 (stereo not drawn) | -53 | -0.3 | i | i | 22 | i | i | i | i | -6 | -5
Cn1cc(S(=O)(=O)Cc2ccc(F)cc2)c2ccccc21 | -5 | 0.2 | i | i | -11 | i | i | i | i | -7 | -2
Cc1cc(C)n2nc(CC(=O)NC3CCCC(C)C3C)nc2n1 (stereo not drawn) | -8 | -0.4 | i | i | 21 | i | i | i | i | 1 | 3
COc1ccccc1-c1c(C#N)c(N)nc2c1CCc1ccccc1-2 | 16 | 0.9 | i | i | -196 | i | i | i | i | 24* | -4
O=C(NCc1cn(-c2ccccc2)nc1-c1ccccc1)c1ccc([N+](=O)[O-])cc1 | 10 | 0.2 | i | i | -25 | i | i | i | i | 8 | 2
CN(c1ccccc1)S(=O)(=O)c1cccc(NC(=O)Cc2c(F)cccc2Cl)c1 | -16 | 0.4 | i | i | 22 | i | i | i | i | -2 | -1
